Screening results (PubChem BioAssay)
ALDH1A1 block – qHTS Assay for Inhibitors of Aldehyde Dehydrogenase 1 (ALDH1A1). Aldehyde dehydrogenase 1A1 (Homo sapiens), P00352. Purified ALDH1A1, NADH fluorescence, propionaldehyde substrate. Potency, µM (series often up to 75.3 µM), without a hit: top-dose activity, negative = inhibition, actives largely listed as inhibitors. 220,000 tested, 7.3% active; active = well fitted inhibition curve with a large enough effect, not every such curve was filed as active; inconclusive = small, poorly fitted or top-dose-only effect, or another doubt; inactive = no such curve, though single readings can be large or run the other way;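 note: plate controls were no enzyme wells and a reference inhibitor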
GAA inhib – qHTS Assay for Inhibitors of Human alpha-Glucosidase as a Potential Chaperone Treatment of Pompe Disease; purified human GAA, 4-MU-alpha-glucoside fluorescence; 200,000 tested, 0.005% active; AID 1466, 2008; Potency, µM (series often up to 76.9 µM), without a hit: top-dose activity change, negative = inhibition, actives largely listed as inhibitors;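 note: plate controls were uninhibited enzyme wells for no effect and no-enzyme background for full effect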
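Activity normalized between no-enzyme (basal) and enzyme-only wells. Conditions: 4 nM human enzyme, 400 uM fluorogenic substrate, citrate/phosphate pH 5.0 with Tween-20, 20 min room temperature, compounds up to 77 uM.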
SMN2 splice up – qHTS Assay for Enhancers of SMN2 Splice Variant Expression | HEK293 SMN2-luciferase splicing reporter, luminescence, 30-36 h | Potency, µM (top dose mostly 46.1 µM), without a hit: at the highest dose activity change, positive = activation, hits mostly activators | 210,000 tested, 2.8% active | AID 1458, 2008; note: % of control where 0% means no effect; nearly all actives have a fitted effect of over 55% in size
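HEK293 cells carry an SMN2 minigene-luciferase reporter in which exon 7 inclusion puts luciferase in frame. Cells were seeded at 2000 cells/well, attached for 10-12 hours, then exposed to compounds for 30-36 hours at 37C before ONE-Glo luminescence.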
GLA spleen mod – qHTS Assay for Inhibitors and Activators of Human alpha-Galactosidase From Spleen Homogenate; Alpha-galactosidase A (Homo sapiens), P06280; human spleen homogenate, 4MU-alpha-Gal fluorescence, 40 min; Potency, µM (highest dose often 80 µM), without a hit: at the top dose activity change, negative = inhibition, hits mostly inhibitors; 240,000 tested, 0.008% active; AID 2107, 2009;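 note: 0% = enzyme with vehicle and -100% = no enzyme basal signal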
Target sequence (P06280 32-429 limits assumed): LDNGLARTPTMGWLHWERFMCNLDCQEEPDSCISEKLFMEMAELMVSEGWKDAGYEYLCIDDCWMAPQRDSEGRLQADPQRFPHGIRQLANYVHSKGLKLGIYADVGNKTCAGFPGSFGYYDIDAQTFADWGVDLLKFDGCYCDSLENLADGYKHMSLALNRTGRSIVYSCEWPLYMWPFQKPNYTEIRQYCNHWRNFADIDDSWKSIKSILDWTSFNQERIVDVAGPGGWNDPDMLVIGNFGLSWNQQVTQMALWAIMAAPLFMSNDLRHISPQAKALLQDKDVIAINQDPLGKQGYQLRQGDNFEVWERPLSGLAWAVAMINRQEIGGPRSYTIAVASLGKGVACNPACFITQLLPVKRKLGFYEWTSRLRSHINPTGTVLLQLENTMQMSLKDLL
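qHTS titration in buffer at pH 5.0. Alpha-galactosidase activity in spleen homogenate was measured via 4-methylumbelliferone release from 1 mM fluorogenic substrate after 40 min at 37C and a pH 10 stop. AC50 came from Hill fits of control-normalized data.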
GoLoco inh red – qHTS Assay for Inhibitors of RGS12 GoLoco Motif Activity (Red Fluorophore) | Guanine nucleotide-binding protein G(i) subunit alpha-1 (Homo sapiens), P63096 | Gai1:RGS12 GoLoco peptide FP, rhodamine, 10 min | Potency, µM (doses to about 61.6 µM), without a hit: at the top dose activity, negative = inhibition, most hits filed as inhibitors | 230,000 tested, 0.44% active; active = well fitted inhibition curve with a large enough effect, not every such curve was filed as active; inactive = no such curve, though single readings can be large or run the other way; note: % is set by controls: 0 for no effect and ±100 for the full control effect; nearly all actives have a fitted effect of over 30% in size; many of its hits are not listed in these tables
Target sequence (P63096 whole entry, looked up): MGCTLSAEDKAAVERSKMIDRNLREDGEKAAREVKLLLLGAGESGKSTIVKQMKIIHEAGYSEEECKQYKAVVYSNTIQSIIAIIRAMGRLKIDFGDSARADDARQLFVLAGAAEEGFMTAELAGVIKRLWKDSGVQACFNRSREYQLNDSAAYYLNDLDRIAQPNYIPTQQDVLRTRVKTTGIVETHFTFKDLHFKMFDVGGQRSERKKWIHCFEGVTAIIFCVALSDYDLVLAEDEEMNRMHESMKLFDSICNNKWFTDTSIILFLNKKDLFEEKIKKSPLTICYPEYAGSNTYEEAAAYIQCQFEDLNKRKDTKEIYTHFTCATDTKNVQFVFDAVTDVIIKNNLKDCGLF
JMJD2E inh – qHTS Assay for Inhibitors of Human Jumonji Domain Containing 2E (JMJD2E); 230,000 tested, 1.6% active; JMJD2E catalytic domain, FDH-coupled NADH fluorescence (FDH is formaldehyde dehydrogenase); AID 2147, 2009; Potency, µM (top dose mostly 57.1 µM), for the others: at the highest dose activity change, negative = inhibition, usual class: inhibitors; active = well fitted inhibition curve with a large enough effect, not every such curve was filed as active; inconclusive = small, poorly fitted or top-dose-only effect, or another doubt; inactive = no such curve, though single readings can be large or run the other way;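 note: 0% = wells with enzyme and -100% = buffer wells without enzyme; nearly all actives have a fitted effect of over 50% in size; many of its hits are not listed in these tables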
Target sequence (B2RXH2 1-337 limits assumed): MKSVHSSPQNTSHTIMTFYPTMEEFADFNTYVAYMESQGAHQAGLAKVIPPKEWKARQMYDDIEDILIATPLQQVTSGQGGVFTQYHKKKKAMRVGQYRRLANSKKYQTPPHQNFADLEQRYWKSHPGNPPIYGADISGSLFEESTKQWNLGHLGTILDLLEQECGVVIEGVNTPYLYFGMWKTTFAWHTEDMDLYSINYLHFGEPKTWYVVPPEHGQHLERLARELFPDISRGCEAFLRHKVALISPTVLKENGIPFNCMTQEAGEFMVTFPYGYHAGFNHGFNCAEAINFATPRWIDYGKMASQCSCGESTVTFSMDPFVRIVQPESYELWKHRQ
aGlu spleen mod – qHTS Assay for Inhibitors and Activators of Human alpha-Glucosidase From Spleen Homogenate. human spleen homogenate, 4-MU-alpha-glucoside fluorescence. Potency, µM (series often up to 79.9 µM), inactives show at the top dose activity change, negative = inhibition, actives largely listed as inhibitors. 240,000 tested, 0.006% active. AID 2112, 2009;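 note: 0% = enzyme with vehicle and -100% = no enzyme basal signal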
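Human spleen homogenate (1 ug) incubated with compounds and 1 mM 4-methylumbelliferyl-alpha-D-glucopyranoside in pH 5.0 citrate/phosphate buffer, 37 C, 40 min. Stopped at pH 10; 4-MU fluorescence (Ex 365/Em 440 nm); AC50 by Hill fit.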
GAA glycogen – qHTS Assay for Inhibitors and Activators of Human alpha-Glucosidase Cleavage of Glycogen; AID 2100, 2009; Potency, µM (series often up to 76.4 µM), for inactives: top-dose activity change, negative = inhibition, most hits filed as inhibitors; 300,000 tested, 0.38% active; Lysosomal alpha-glucosidase (Homo sapiens), P10253; recombinant GAA, glycogen substrate, Amplex Red glucose oxidase fluorescence;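 note: 0% = full enzyme reaction and -100% = no-enzyme basal signal; the screen sought inhibitors and activators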
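Recombinant human alpha-glucosidase (4 nM final) hydrolysed bovine liver glycogen (30 ug) for 40 min at 37 C in pH 5.0 citrate/phosphate with 0.01% Tween-20. Released glucose detected by glucose oxidase/Amplex Red, Ex 573/Em 610 nm. Compounds up to 77 uM; AC50 from Hill fits.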
* = called active by the depositor; [ ] = another dose, or the depositor's remark. Unless noted, calls come from the whole dose curve; as a rule, active = well fitted curve in the direction sought with a large enough effect; inconclusive = small, poorly fitted or top-dose-only effect, or another doubt; inactive = no such curve, though single readings can be large; an effect the other way counts as inactive or inconclusive. Potency is the fitted concentration of half-maximal effect. An excerpt; rates above refer to the full screens.

Screening O=c1c2c3c(sc2nc2n1N=C(c1cccs1)CS2)CCCC3 returned ALDH1A1 block -9%, GAA inhib -8%, SMN2 splice up -23%, GLA spleen mod -2%, GoLoco inh red -1%, JMJD2E inh 10%, aGlu spleen mod 0% and GAA glycogen 5%.
Screening Cc1noc(C)c1-c1nc(N2CCNCC2)c2ccccc2n1 returned ALDH1A1 block 6%, SMN2 splice up 1%, GLA spleen mod 0%, GoLoco inh red 0%, JMJD2E inh 8% and aGlu spleen mod 6%.
For CCN(CC)c1ccc(NC(=O)CSc2ccsc2[N+](=O)[O-])c(C)c1 the results were ALDH1A1 block 15µM*, GAA inhib -2%, SMN2 splice up -39%[inhibitor], GLA spleen mod -5%, GoLoco inh red 19%, JMJD2E inh 3%, aGlu spleen mod -5% and GAA glycogen -8%.
CN(C1=C(N2CCCCC2)C(=O)c2ccccc2C1=O)c1ccccc1 was read as ALDH1A1 block -10%, GAA inhib -5%, SMN2 splice up -33%[inhibitor], GLA spleen mod -3%, GoLoco inh red -2%, JMJD2E inh 7%, aGlu spleen mod -1% and GAA glycogen 1%.
`COc1ccccc1C1OC(=O)CC1C(=O)OC[C@@H]1CCCN2CCCCC12` (some centres not stated) gave ALDH1A1 block -8%, SMN2 splice up -4%, GLA spleen mod -1%, GoLoco inh red 4%, JMJD2E inh -12% and aGlu spleen mod 5%.
O=C(CCN1C(=O)/C(=C/C=C/c2ccccc2)SC1=S)Nc1cccnc1 was read as ALDH1A1 block -8%, GAA inhib -1%, SMN2 splice up inconclusive, GLA spleen mod 2%, GoLoco inh red 26%, JMJD2E inh -5%, aGlu spleen mod 3% and GAA glycogen 6%.
`CC1(C)CC(=O)C(C=Nc2cccc(/N=C/C3=C(O)CC(C)(C)CC3=O)n2)=C(O)C1` gave ALDH1A1 block 3.5µM*, GAA inhib -8%, SMN2 splice up -11%, GLA spleen mod 12%, GoLoco inh red -4%, JMJD2E inh 1%, aGlu spleen mod 5% and GAA glycogen 0%.
Screening CC(=O)c1cn(CC(=O)Nc2cccc(C)c2C)c2ccccc12 returned ALDH1A1 block 6%, GAA inhib 2%, GLA spleen mod 4%, GoLoco inh red -13%, JMJD2E inh -2%, aGlu spleen mod -2% and GAA glycogen 8%.
For CCOC(=O)c1c(C2CC2)csc1NC(=O)COC(=O)CCS(=O)(=O)c1ccc(C)cc1 the results were ALDH1A1 block inconclusive, GAA inhib -5%, SMN2 splice up 2%, GLA spleen mod 0%, GoLoco inh red 5%, JMJD2E inh inconclusive, aGlu spleen mod 1% and GAA glycogen -8%.
CCOC(=O)Cc1csc(NC(=O)c2cc(C)cc(C)c2)n1 was read as ALDH1A1 block 4%, GAA inhib 7%, SMN2 splice up -10%, GLA spleen mod 1%, GoLoco inh red 12%, JMJD2E inh 8%, aGlu spleen mod -5% and GAA glycogen -2%.
`COc1ccc(OC)c(N=c2oc3cc(O)ccc3cc2C(N)=O)c1` gave ALDH1A1 block inconclusive, GAA inhib inconclusive, SMN2 splice up -27%, GLA spleen mod inconclusive, GoLoco inh red 18µM*, JMJD2E inh inconclusive, aGlu spleen mod -3% and GAA glycogen -1%.
For Cc1cnc(CNc2nc(-c3ccccc3C)nc3ccccc23)cn1 the results were ALDH1A1 block inconclusive, GLA spleen mod -10%, GoLoco inh red -3% and aGlu spleen mod 6%.
`CCOC(=O)C1CC(C)=C(C)CC1C(=O)O` (configuration not stated) gave GLA spleen mod 1%, GoLoco inh red -4%, JMJD2E inh 8%, aGlu spleen mod -3% and GAA glycogen -2%.
`CSC(=Nc1ccccc1)Nc1ccccc1` gave GLA spleen mod -4%, GoLoco inh red 7%, JMJD2E inh 5%, aGlu spleen mod 7% and GAA glycogen -1%.
CCCNC(=S)Nc1ccc2nc(-c3ccccn3)c(-c3ccccn3)nc2c1 was read as ALDH1A1 block -1%, GAA inhib inconclusive, SMN2 splice up -2%, GLA spleen mod 4%, GoLoco inh red -8%, JMJD2E inh inconclusive, aGlu spleen mod -2% and GAA glycogen -5%.
For CC(C)(C)OC(=O)C1C(=O)CC(C)(O)C(C(=O)OC(C)(C)C)C1c1cccnc1 (configuration not stated) the results were ALDH1A1 block -2%, GAA inhib -4%, SMN2 splice up -1%, GLA spleen mod 1%, GoLoco inh red -5%, JMJD2E inh 9%, aGlu spleen mod -3% and GAA glycogen -5%.
`CC1(C)CC(=O)C(C=NCCCO)=C(O)C1` gave ALDH1A1 block -5%, GAA inhib 1%, SMN2 splice up -3%, GLA spleen mod -8%, GoLoco inh red -2%, JMJD2E inh 2%, aGlu spleen mod 0% and GAA glycogen -2%.
`CC(CCc1ccccc1)C(=O)NO` (configuration not stated) gave ALDH1A1 block -1%, GAA inhib -11%, SMN2 splice up -14%, GLA spleen mod 4%, GoLoco inh red 1%, JMJD2E inh -3%, aGlu spleen mod 1% and GAA glycogen -12%.
For O=C(NCc1ccc2c(c1)OCO2)C1CCN(S(=O)(=O)c2ccc(Br)s2)CC1 the results were ALDH1A1 block inconclusive, GAA inhib -8%, SMN2 splice up -11%, GLA spleen mod 4%, GoLoco inh red 6%, JMJD2E inh 0%, aGlu spleen mod -11% and GAA glycogen -5%.
`NC(=O)Cc1ccc(C(=O)c2ccc(Cl)cc2Cl)s1` gave ALDH1A1 block inconclusive, GAA inhib -7%, SMN2 splice up -19%, GLA spleen mod -2%, GoLoco inh red 17%, JMJD2E inh -10%, aGlu spleen mod 5% and GAA glycogen 1%.
CCCCNC(=S)Nc1ccc2cn[nH]c2c1 was read as ALDH1A1 block -1%, GAA inhib -7%, SMN2 splice up 6%, GLA spleen mod -1%, GoLoco inh red 3%, JMJD2E inh -14%, aGlu spleen mod -7% and GAA glycogen -6%.
Cc1cccc(-c2nsc(SCC(=O)Nc3nccs3)n2)c1 was read as ALDH1A1 block inconclusive, GAA inhib 1%, SMN2 splice up 17%, GLA spleen mod -5%, GoLoco inh red 1%, JMJD2E inh -5%, aGlu spleen mod -13% and GAA glycogen 2%.
Screening O=C(NC1CCCC1)C(c1cccs1)N(C(=O)c1ccno1)c1ccccc1 (configuration not stated) returned ALDH1A1 block 2%, GAA inhib 0%, SMN2 splice up 3%, GLA spleen mod -1%, GoLoco inh red 8%, JMJD2E inh 0%, aGlu spleen mod 1% and GAA glycogen 1%.
For Cc1[nH]c2ccccc2c1C(=O)C(=O)NCc1cccs1 the results were ALDH1A1 block 7%, GAA inhib -4%, SMN2 splice up -27%, GLA spleen mod -7%, GoLoco inh red -2%, JMJD2E inh 0%, aGlu spleen mod 0% and GAA glycogen 8%.
COc1cccc(C(C(=O)NC2CCCCC2)N(C(=O)c2cccs2)c2ccc3c(c2)OCO3)c1 (configuration not stated) was read as ALDH1A1 block 1%, GAA inhib 4%, SMN2 splice up -25%, GLA spleen mod -1%, GoLoco inh red 7%, JMJD2E inh 3%, aGlu spleen mod 2% and GAA glycogen 2%.
Screening N/C(=N\OC(=O)C(c1ccccc1)c1ccccc1)c1cccnc1 returned ALDH1A1 block inconclusive, GAA inhib 1%, SMN2 splice up -6%, GLA spleen mod -9%, GoLoco inh red 4%, JMJD2E inh 3%, aGlu spleen mod -6% and GAA glycogen -4%.
Screening COc1ccc(Br)cc1/C=N/Nc1ccc(Cl)c(C(=O)O)c1 returned ALDH1A1 block inconclusive, GAA inhib -1%, SMN2 splice up 13%, GLA spleen mod -11%, GoLoco inh red 2%, JMJD2E inh inconclusive, aGlu spleen mod -4% and GAA glycogen 2%.
For O=C(O)c1cnc(-c2ccccc2)nc1Sc1ccc(Cl)cc1Cl the results were ALDH1A1 block -15%, GAA inhib 4%, SMN2 splice up 21%, GLA spleen mod 7%, GoLoco inh red 5%, JMJD2E inh 9%, aGlu spleen mod 7% and GAA glycogen 5%.
For Cc1ccc(N(C(C)C(=O)O)S(=O)(=O)c2cccnc2)cc1 (configuration not stated) the results were ALDH1A1 block 0%, GAA inhib -12%, SMN2 splice up 6%, GLA spleen mod 5%, GoLoco inh red -6%, JMJD2E inh 4%, aGlu spleen mod -5% and GAA glycogen 3%.
O=C1CCC(=O)N1c1nc2nc(-c3ccccc3)cc(-c3ccccc3)n2n1 was read as ALDH1A1 block inconclusive, GAA inhib 10%, SMN2 splice up 1%, GLA spleen mod -8%, GoLoco inh red 5%, JMJD2E inh inconclusive, aGlu spleen mod -8% and GAA glycogen 4%.
c1ccc(OCCSc2nnc3sc4ccccc4n23)cc1 was read as ALDH1A1 block -7%, GAA inhib -4%, SMN2 splice up 28%, GLA spleen mod -7%, GoLoco inh red 6%, JMJD2E inh 0%, aGlu spleen mod -4% and GAA glycogen 3%.
Screening O=C(CCOc1ccccc1)Nc1cccc(S(=O)(=O)Nc2ccccc2Cl)c1 returned ALDH1A1 block -9%, GAA inhib -6%, SMN2 splice up -24%, GLA spleen mod 2%, GoLoco inh red 7%, JMJD2E inh -6%, aGlu spleen mod -10% and GAA glycogen 7%.
`O=C(CN(C(=O)Cn1nnc(-c2cccs2)n1)c1cnc2ccccc2c1)NCC1CCCO1` (configuration not stated) gave ALDH1A1 block 5%, GAA inhib inconclusive, SMN2 splice up -11%, GLA spleen mod 0%, GoLoco inh red -3%, JMJD2E inh 2%, aGlu spleen mod 1% and GAA glycogen 5%.
For CCc1nnc(NS(=O)(=O)c2ccc(NC(=S)NC(=O)c3ccc(OC)cc3)cc2)s1 the results were ALDH1A1 block 18µM*, GAA inhib -5%, SMN2 splice up 12%, GLA spleen mod 0%, GoLoco inh red 7%, JMJD2E inh 1%, aGlu spleen mod -5% and GAA glycogen -1%.
